Yeast eIF2B = eIF2B (yeast) activity modulation; S. cerevisiae eIF2B-epsilon R284H, GCN4-lacZ luminescence; 27,000 tested, 0.91% active; inhibition, % at 25 µM (by protocol);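 active means mutant luminescence inhibited past about 50% while wild type luminescence and mutant growth stay under set limits, limit read from the data; inconclusive means mutant versus wild type luminescence inhibition gap past a set limit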; further: some compounds called inactive have numbers as strong as hits
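System: Yeast eIF2B-epsilon R284H mutant carrying GCN4–beta-galactosidase fusion | Read-out basis: Percent inhibition, luminescence and growth | Compound: 25 µM single dose | Times: 16 h at 30 °C exposure | Measured by: Luminescence and A595 | Buffer or medium: YPD medium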
Yeast growth tox = Inhibitors of S. cerevisiae growth, toxicity | AID 685 | S. cerevisiae wild-type growth, A595 turbidity, 16 h | 30,000 tested, 0.3% active | growth inhibition, % at 25 µM (by protocol);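 active means mutant and wild-type yeast strains alike exhibit over 30% growth inhibition; inconclusive means a strain exceeds 50% while the second remains under 30%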;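 further: 0% = untreated cell controls and 100% = YPD media blanks without cells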
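Test system: Wild-type and eIF2Bepsilon-R284H mutant S. cerevisiae, screened separately | Dosing: Single 25 µM compound dose in 0.2% DMSO | Schedule: 16 h compound exposure during growth at 30 °C | Detection: A595 turbidity | Evaluation: Growth inhibition (%) versus cell controls and blanks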
Yeast growth tox inhibition % = also measured in Yeast growth tox; calls as there; growth inhibition, %; S. cerevisiae eIF2Bepsilon-R284H mutant growth, A595 turbidity, 16 h;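 each compound tested once at 25 µM; 0% equals untreated cells and 100% equals cell-free medium blanks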
Yeast eIF2B mutant toxicity = also measured in Yeast eIF2B; calls as there; growth inhibition, %; measured here: mutant yeast growth, toxicity;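 each compound tested once at 25 µM; zero equals untreated control growth and 100 equals blank medium absorbance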
An asterisk follows results filed as active; ? = inconclusive; nt = no result given.

entry	smiles	Yeast eIF2B	Yeast eIF2B mutant toxicity	Yeast growth tox	Yeast growth tox inhibition %
1	Cc1ccc(C)c(NC2=NCC(=O)N2C2CCCCC2)c1	10	-11	-12	-11
2	CC(C)CCC1CC(CSC(=N)N)OC1=O (centres undefined)	14	-11	5	-11
3	Cc1ccc(OCc2nn3c(-c4ccco4)nnc3s2)cc1	6	-26	-8	-26
4	COCCN1Cc2cccc(C(=O)NC3CCCCCC3)c2C1=O	15	-30	4	-30
5	COc1cc(-c2nnc(SCC(=O)c3ccccc3)o2)cc(OC)c1OC	26	-14	18	-14
6	Cc1cc(NS(=O)(=O)c2ccc(NC(=O)CCc3ccccc3)cc2)no1	-8	-9	7	-9
7	CN(C)CCN1C(=O)C(O)=C(C(=O)c2ccco2)C1c1ccccc1F (centres undefined)	63*	nt	-2	0
8	COc1ccc(NC(=O)CS(=O)CC(=O)NCc2cccc(C(F)(F)F)c2)cc1 (centres undefined)	-10	14	11	14
9	O=C(COc1ccccc1)N1CCN(S(=O)(=O)c2ccc(Cl)cc2)CC1	22	16	32	16
10	COc1ccc2[nH]c(=O)c(CN(CCO)S(=O)(=O)c3c(C)ccc4nsnc34)cc2c1	nt	nt	15	13
11	COCCNc1c2c(nc3c(-c4ccccc4)c(C)nn13)CCCC2	7	-11	-4	-11
12	COC(=O)[C@H](CCSC)NC(=O)N1CCC(C)CC1	nt	nt	16	11
13	N#Cc1c(NC(=O)c2ccccc2)sc2c1CCCCC2	27	10	10	10
14	CC(C)NC(=O)COc1ncnc2sccc12	-41	5	-3	5
15	COc1ccc(-c2cc(C(=O)N3CCCCC3)no2)cc1OC	12	8	9	8
16	CCOc1ccccc1OCC(=O)Nc1ccc(N2CCCCC2)cc1	5	nt	-19	0
17	O=C(Nc1ccc(F)c(F)c1)NC1CCCCC1	1	3	-2	3
18	Cc1ccnc(SCC(=O)Nc2sc3c(c2C#N)CCC(C(C)(C)C)C3)n1 (centres undefined)	nt	nt	17	8
19	Cc1ccsc1C(=O)OCc1csc(-c2ccccc2)n1	20	7	11	7
20	CCCOc1ccc(Cc2nn[nH]n2)cc1	15	10	12	10
21	O=C(NCc1ccccc1)C1CCCN(S(=O)(=O)c2cccc3nonc23)C1 (centres undefined)	12	3	-3	3
22	Cc1nc2ccccc2c(=O)n1CCN1CCOCC1	-12	nt	16	0
23	O=C(NCC1CCCO1)c1ccccc1 (centres undefined)	5	-6	12	-6
24	O=C(NCc1ccco1)c1cccc(S(=O)(=O)N2CCCCC2)c1	nt	nt	7	0
25	COc1ccc(C2C(C(=O)c3ccco3)=C(O)C(=O)N2CCc2ccccc2)cc1OC (centres undefined)	-3	6	9	6
26	CCOc1cc2[nH]c(=O)n(CCCCCC(=O)NCc3ccc4c(c3)OCO4)c(=O)c2cc1OCC	11	4	-2	4
27	CCc1c(O)cc2n(c1=O)-c1ccc(Cl)cc1C2(C)C	26	-7	-4	-7
28	CCn1c(SC)nnc1-c1sc2cc(Cl)ccc2c1Cl	-5	-32	-12	-32
29	C=C(C)CN1C(=O)C(O)(CC(=O)c2ccc3c(c2)OCCO3)c2ccccc21 (centres undefined)	10	nt	nt	nt
30	COc1cc(C2Nc3cc(Cl)c(S(N)(=O)=O)cc3S(=O)(=O)N2)cc(OC)c1OC (centres undefined)	4	nt	3	0
31	Cc1cc(NS(=O)(=O)c2ccc(Cl)cc2)nn1CC(=O)NCc1ccco1	nt	nt	-6	4
32	CCCCNC(=O)CC(NS(=O)(=O)c1ccc(C)cc1)c1ccco1 (centres undefined)	23	16	22	16
33	COc1ccc(CC(=O)NC2CCN(CC(=O)N3CCCc4ccccc43)CC2)cc1OC	14	10	4	10
34	O=C(Oc1ccnc2cc(Cl)ccc12)N1CCOCC1	29	6	21	6
35	COc1ccc(-c2nnn(CCC(=O)O)n2)cc1	nt	nt	8	24
36	O=C(COC(=O)C1CC2C=CC1C2)NCc1ccco1 (centres undefined)	32	3	1	3
37	CC(=NCc1cccnc1)C1=C(O)c2ccccc2C1=O	21	-19	-15	-19
38	COc1ccccc1-c1nc(C#N)c(N2CCN(c3cccc(Cl)c3)CC2)o1	12	15	23	15
39	COc1ccc(/C=C/C(O)=C2/C(=O)N(C)C3(C)CC2c2ccccc2O3)cc1 (centres undefined)	20	10	2	10
40	CC(=O)N1c2ccc3ccccc3c2C(C)CC12CCCCC2 (centres undefined)	16	12	14	12
41	O=C(Nc1ccccc1)NC1CCCCC1	nt	nt	13	19
42	O=C(Nc1ccc(Cl)cc1C(=O)NCc1cccnc1)c1ccco1	37	nt	nt	nt
43	COC(=O)c1oc2ccc(Cl)cc2c1N	-42	6	37	6
44	CC1(C)CN=C(NC2CCCCC2)S1	3	nt	34	0
45	CCOc1ccc(NC(=O)CSCC(=O)O)cc1	nt	nt	4	7
46	COc1cc(-c2csc(N3CCOCC3)n2)cc(OC)c1OC	11	3	-7	3
47	CCOc1nc(-c2ccncc2)nc2ccccc12	-11	nt	nt	nt
48	Cc1cc(=O)oc2ccc(OCC(=O)N(Cc3ccc(F)cc3)Cc3ccco3)cc12	nt	nt	0	-4
49	COc1cc(C(=O)Nc2ccc(O)cc2)ccc1OC(C)=O	63	12	4	12
50	CCn1c(Cc2ccc(OC)cc2)nnc1SCC(=O)Nc1cccc(C(=O)OC)c1	29	-13	-6	-13

Excerpt, entries 45–46
entry	smiles	Yeast eIF2B	Yeast eIF2B mutant toxicity	Yeast growth tox	Yeast growth tox inhibition %
45	CCOc1ccc(NC(=O)CSCC(=O)O)cc1	nt	nt	4	7
46	COc1cc(-c2csc(N3CCOCC3)n2)cc(OC)c1OC	11	3	-7	3

New compounds follow.
entry	smiles	Yeast eIF2B	Yeast eIF2B mutant toxicity	Yeast growth tox	Yeast growth tox inhibition %
51	CN(C)c1nc(C#N)nc(N2CCOCC2)n1	11	5	5	5
52	O=C(Nc1nccs1)c1c(O)c2cccc3c2n(c1=O)CCC3	-7	6	11	6
53	COc1ccc(-c2nnc(SCc3ccccc3F)o2)cc1	nt	nt	11	6
54	Cc1nn(-c2c(Cl)cc(Cl)cc2Cl)c(=O)c2ccccc12	30	23	12	23
55	CCOC(=O)C1=NN(c2ccccc2)C2(S1)SC(C(C)=O)=C(C)N2c1ccccc1 (centres undefined)	nt	nt	-5	3
56	CCOC(=O)C(CC)Sc1nc(-c2ccc(OC)cc2)nc2c1c(=O)n(C)c(=O)n2C (centres undefined)	-9	-12	-26	-12
57	Nc1nnc(SCC(=O)N2CCN(c3ccccc3)CC2)n1-c1ccccc1	-48	4	-9	4
58	CCN(CC)C(=O)CSc1nnc(CNc2ccc(F)cc2)o1	-1	-14	20	-14
59	O=S1(=O)NC(=NCc2ccco2)c2ccccc21	28	nt	3	0
60	CC(=O)/C(C(=N)N1CCN(c2cccc(Cl)c2)CC1)=C(\C)O	61*	nt	nt	nt
61	CCc1nnc(NC=C2C(=O)OC(C)(C)OC2=O)s1	-8	9	1	9
62	CCOC(=O)N1CCC(NC(=O)CCC(=O)N2CCOc3ccccc32)CC1	17	-4	11	-4
63	COc1cccc(CNC(=O)C2CCCN(S(=O)(=O)c3c(C)n[nH]c3C)C2)c1 (centres undefined)	-7	5	22	5
64	O=S(=O)(CCc1nc2ccccc2o1)c1ccc2ccccc2c1	17	19	5	19
65	O=C(CCNS(=O)(=O)c1cccc2nonc12)NCc1cccs1	16	nt	nt	nt
66	CCCC(=O)Nc1ccccc1NC(=O)C1CCCCC1	22	nt	nt	nt
67	COCCn1nnnc1C(c1ccc2ncccc2c1)N1CCc2ccccc21 (centres undefined)	11	-11	-2	-11
68	COc1ccccc1NS(=O)(=O)c1cccs1	17	12	20	12
69	N#CCCn1ncc2ccccc21	1	20	7	20
70	CCCCc1nc2n[nH]c(N)c2c2c1CCC2	-2	7	9	7

Copied from above, entries 1 to 14
entry	smiles	Yeast eIF2B	Yeast eIF2B mutant toxicity	Yeast growth tox	Yeast growth tox inhibition %
1	Cc1ccc(C)c(NC2=NCC(=O)N2C2CCCCC2)c1	10	-11	-12	-11
2	CC(C)CCC1CC(CSC(=N)N)OC1=O (centres undefined)	14	-11	5	-11
3	Cc1ccc(OCc2nn3c(-c4ccco4)nnc3s2)cc1	6	-26	-8	-26
4	COCCN1Cc2cccc(C(=O)NC3CCCCCC3)c2C1=O	15	-30	4	-30
5	COc1cc(-c2nnc(SCC(=O)c3ccccc3)o2)cc(OC)c1OC	26	-14	18	-14
6	Cc1cc(NS(=O)(=O)c2ccc(NC(=O)CCc3ccccc3)cc2)no1	-8	-9	7	-9
7	CN(C)CCN1C(=O)C(O)=C(C(=O)c2ccco2)C1c1ccccc1F (centres undefined)	63*	nt	-2	0
8	COc1ccc(NC(=O)CS(=O)CC(=O)NCc2cccc(C(F)(F)F)c2)cc1 (centres undefined)	-10	14	11	14
9	O=C(COc1ccccc1)N1CCN(S(=O)(=O)c2ccc(Cl)cc2)CC1	22	16	32	16
10	COc1ccc2[nH]c(=O)c(CN(CCO)S(=O)(=O)c3c(C)ccc4nsnc34)cc2c1	nt	nt	15	13
11	COCCNc1c2c(nc3c(-c4ccccc4)c(C)nn13)CCCC2	7	-11	-4	-11
12	COC(=O)[C@H](CCSC)NC(=O)N1CCC(C)CC1	nt	nt	16	11
13	N#Cc1c(NC(=O)c2ccccc2)sc2c1CCCCC2	27	10	10	10
14	CC(C)NC(=O)COc1ncnc2sccc12	-41	5	-3	5

Continuation:
entry	smiles	Yeast eIF2B	Yeast eIF2B mutant toxicity	Yeast growth tox	Yeast growth tox inhibition %
71	Cc1cc(C)nc(Nc2nc(=O)c3ccccc3s2)n1	16	3	-19	3
72	CC(C)CCN1C(=O)c2ccc(-c3nc4ccccc4c(=O)o3)cc2C1=O	14	-30	-9	-30
73	CN(Cc1cc(=O)[nH]c2ccccc12)C(=O)c1ccccc1	8	4	21	4
74	CCOC(=O)c1nc(N)c(=O)n(-c2ccc(C)cc2)n1	nt	nt	11	-6
75	O=C(NCc1cccnc1)C1CCCN(S(=O)(=O)c2ccccc2)C1 (centres undefined)	39	nt	nt	nt
76	COc1ccc(Oc2c(-c3ccc(O)cc3O)n[nH]c2C)cc1	-1	7	6	7
77	O=C(NCC1COc2ccccc2O1)c1ccc(Cl)cc1 (centres undefined)	82	65	?	nt
78	CCn1cc(C(=O)N[C@H](C)c2ccccc2)c(=O)c2cc(F)c(N3CCN(C)CC3)cc21	nt	nt	1	15
79	CCOC(=O)c1cccc(NS(=O)(=O)c2ccc(NC(C)=O)cc2)c1	15	16	23	16
80	CCOC(=O)c1cnc(-c2ccccc2)[nH]c1=O	-7	nt	7	0
81	Cc1cnc(NC(=O)C2CCCC2)s1	1	nt	-18	0
82	CCC1Oc2nc(SC)nnc2-c2ccccc2N1C(=O)c1ccccc1 (centres undefined)	10	11	24	11
83	CCN(CC)C(=O)CSc1nnc(-c2ccc(S(=O)(=O)N3CCCC3)cc2)o1	nt	nt	6	11
84	CCc1ccc(NC(=O)CSc2nnc(CC)c(CC)n2)cc1	nt	nt	13	9
85	COC(=O)c1c(NC(=O)CCCC(=O)O)sc2c1CCC2	14	22	23	22
86	Cc1cccc(Cl)c1OCCCCn1ccnc1	19	12	0	12
87	CCCCNC(=O)COC(=O)c1ccc(Cl)c(S(N)(=O)=O)c1	nt	nt	29	13
88	CCOc1ccc(/C=c2\sc3nc(-c4ccco4)nn3c2=O)cc1OCC	8	-6	-12	-6
89	Cn1c(-c2ccccc2)cnc1SCC(N)=O	23	8	6	8
90	Cc1cn(C(=O)c2ccccc2)c(=S)n1-c1ccc(Br)cc1	nt	nt	2	-26
91	COc1ccc2[nH]c(C)c(C(=O)CN(C)C)c2c1	22	17	6	17
92	Cc1ccc(NC(=O)C2CCN(C(=O)NC3CCCCC3)CC2)cc1Cl	1	3	10	3
93	COc1ccc([C@@H]2Sc3cc(OC)ccc3N(CCN(C(C)C)C(C)C)C(=O)[C@H]2OC(C)=O)cc1	-11	nt	nt	nt
94	CC(=O)c1cc(F)c(N2CCN(C(=O)C(C)(C)C)CC2)cc1C	16	12	11	12
95	O=C(Nc1ccc(N2CCOCC2)cc1)c1cccnc1	16	-16	4	-16
96	O=C(NCc1cccnc1)Nc1ccc(F)cc1F	-28	nt	nt	nt
97	CN(C)C(=O)CSc1nc(-c2ccccc2)nc2c1CCCC2	-4	nt	nt	nt
98	O=C(/C=C/c1ccccc1)NC(=S)NNC(=O)c1ccco1	-3	nt	nt	nt
99	CC(=O)c1cccc(NC(=O)COc2ccccc2)c1	12	7	2	7
100	CCCCNC(=O)CSc1nccn1Cc1ccccc1	14	14	8	14
101	Cc1ccc(C(=O)Cn2c(NCCO)nc3ccccc32)cc1	nt	nt	7	-4
102	O=C(CSc1ccc(Cl)cc1)N1CCOCC1	1	nt	nt	nt
103	CCOC(=O)COc1ncn(-c2ccccc2)n1	19	5	14	5

An excerpt, so the mix of outcomes need not match the whole.
